# Source: PubChem BioAssay (Broad Institute)
# C2C12 statin: protects C2C12 myotubes from simvastatin toxicity | AID 602340 | ATP luminescence, 48 h; scaled: DMSO 0, geranylgeraniol control 100 | rescue of ATP level, % at 7.49 µM | 0.78% of 330,000 active;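 active means mean ATP rescue above about 67%, or every replicate alone reaching that limit, limit read from the data, passing the limit was not always enough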;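 further: myotubes were challenged with 10 µM simvastatin during compound exposure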
# Cneo AK release: causes C. neoformans cell lysis | adenylate kinase release luminescence, 4 h; normalised: neutral wells 0, clomiphene wells 100 | lysis activity, % at 15 µM | 0.2% of 360,000 active;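 active means mean lysis activity across replicates of at least 80%, whatever share of replicates individually reach that level; inactive means mean lysis activity below 80%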
#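 read-out = cell lysis signal | test system = log-phase Cryptococcus neoformans yeast cells | input = cells at 5 × 10^6 per mL | medium = fresh YPD growth medium | signal = luminescent adenylate kinase detection reagent | timing = 4 h at 37 °C static, read 1 h later | dosing = single dose | controls = Clomiphene as positive lysis control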
# PGC1a acetyl inh: lowers PGC1a acetylation signal in U2OS cells. AlphaScreen anti-acetyl-lysine; with virally co-expressed GCN5 acetyltransferase. inhibition, % at 15.6 µM. 0.17% of 350,000 active. AID 651687;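 active means every replicate shows inhibition of at least 40%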;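 further: 0% = neutral control wells and 100% = positive control wells; some results beyond the cut were filed as inactive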
# Active calls of the source: *. A portion of the library, so the mix of outcomes need not match the whole.
mol,C2C12 statin,Cneo AK release,PGC1a acetyl inh
CCOC(=O)CN1C(=O)C(O)(C2CCc3ccccc3C2=O)c2ccccc21 (centres undefined),-6,-4,-7
Cn1cccc1Cc1nnc(SCC(=O)NCC2CCCO2)n1CCc1ccccc1 (centres undefined),17,1,-8
CC(C)(C)NS(=O)(=O)c1ccc(OCC(=O)Nc2ccc3c(c2)OCCO3)cc1,3,-5,-6
CCOC(OCC)P(=O)(c1ccccc1)c1ccccc1,4,0,5
C=CCOc1nc(-c2ccncc2)nc2ccccc12,-17,2,-7
CC(C)c1nnc(NC(=O)CSc2ccccc2)s1,-6,-1,-24
Cn1nnnc1SCC(=O)N1CCCc2ccccc21,-11,1,2
O=c1c2ccccc2c2ccccc2c(=O)n1Cc1ccco1,13,5,-6
COc1ccc(C2=NOC3(CC(=O)N(c4ccc(C)cc4)C3=O)C2)cc1 (centres undefined),25,-1,7
CCCNS(=O)(=O)c1cccn1-c1ncc(C(F)(F)F)cc1Cl,-1,1,-6
CCNS(=O)(=O)c1ccc(NC(=O)Nc2cccc(C(F)(F)F)c2)cc1,-21,-6,9
Cc1c(NS(C)(=O)=O)c(=O)n(-c2ccccc2)n1C,-7,-2,1
COC(=O)C(Cc1ccccc1)NC(=O)CSc1nc(N)cc(=O)[nH]1 (centres undefined),0,-1,4
CC(C)(C)Nc1nc(NC(C)(C)C)nc(-n2ccnc2)n1,11,1,-15
[O-][n+]1onc2c3ccnnc3ccc21,10,1,1
Cc1ccc(S(=O)(=O)/N=C2/C=C(C3C(=O)CC(C)(C)CC3=O)C(=O)c3ccccc32)cc1,5,-5,23
O=P(O)(CCc1ccncc1)CN1CCCCC1,3,-1,10
CCSc1nnc(NC(=O)NC(CC)(C(F)(F)F)C(F)(F)F)s1,-8,-1,-4
COc1ccc(NS(=O)(=O)c2cc(C)ccc2C)cc1,-28,1,-11
O=C(NCC1CCCO1)c1coc2nc3ccccc3nc12 (centres undefined),-8,-2,-4
Cc1ccccc1CSCCNC(=O)CN(c1ccc2c(c1)OCO2)S(C)(=O)=O,8,-2,-14
COn1c2c(c3c4no[n+]([O-])c4ccc31)CCCC2,-33,0,8
CCC(=O)Nc1ccc(NC(=O)c2c(C)nc3ccccn23)cc1,1,0,-2
COc1ccc(C2NC(=O)NC(O)(C(F)(F)F)C2C(=O)c2ccccc2)cc1OC (centres undefined),-2,3,4

# Among those listed so far, these have an aryl thioether with sulfur outside any ring:
mol,C2C12 statin,Cneo AK release,PGC1a acetyl inh
Cn1cccc1Cc1nnc(SCC(=O)NCC2CCCO2)n1CCc1ccccc1 (centres undefined),17,1,-8
CC(C)c1nnc(NC(=O)CSc2ccccc2)s1,-6,-1,-24
Cn1nnnc1SCC(=O)N1CCCc2ccccc21,-11,1,2
COC(=O)C(Cc1ccccc1)NC(=O)CSc1nc(N)cc(=O)[nH]1 (centres undefined),0,-1,4
CCSc1nnc(NC(=O)NC(CC)(C(F)(F)F)C(F)(F)F)s1,-8,-1,-4

# The listing continues.
mol,C2C12 statin,Cneo AK release,PGC1a acetyl inh
CC(Oc1ccccc1)C(=O)Nc1cccc(F)c1 (centres undefined),14,-3,3
Cc1ccc(C(=O)Nc2cnc3ccccn3c2=O)cc1,-7,0,-1
CCOC(=O)c1c(-c2ccccc2)nc2c(C)cccn12,1,4,-15
CC1(C)CC2(CCCN3C(=O)CSC32)CCS1 (centres undefined),5,-4,0
CCCCN1C(=O)C(NC(C)=O)c2ccccc21 (centres undefined),12,0,2
O=C(NCc1ccco1)c1cccs1,-14,1,-3
O=C(Oc1ccc2cccc(OC(=O)N3CCOCC3)c2c1)N1CCOCC1,12,2,10
N#CC1=C(N)Oc2n[nH]c(-c3ccccc3)c2C12C(=O)Nc1ccccc12 (centres undefined),-2,8,9
O=c1nc2ccccc2c(NS(=O)(=O)c2ccc(Cl)cc2)n1-c1ccccc1,3,0,14
CC(C)(C)c1ccc(COn2c(=O)c(-c3ccco3)[n+]([O-])c3ccccc32)cc1,-12,-4,2
COc1ccc(C)cc1NC(=O)CN(Cc1nnc(-c2ccc(Cl)cc2)o1)C1CCCC1,13,1,-19
Oc1ccccc1-c1nc(N2CCCC2)c2ccccc2n1,12,2,4
Nc1c(C2=NCCO2)nnn1Cc1ccccc1,2,1,11
C/C(CCC12CC3CC(CC(C3)C1)C2)=N\NC(N)=S,-14,7,-17
Cc1nc(C(=O)N(C)C)nn1-c1ccc(Cl)cc1Cl,-5,-2,10
Cn1c(=N)n(CC(O)c2ccccc2)c2ccccc21 (centres undefined),-23,1,-5

# Next section (2 carried over from the part before).
mol,C2C12 statin,Cneo AK release,PGC1a acetyl inh
Cc1nc(C(=O)N(C)C)nn1-c1ccc(Cl)cc1Cl,-5,-2,10
Cn1c(=N)n(CC(O)c2ccccc2)c2ccccc21 (centres undefined),-23,1,-5
COc1ccc(C)cc1NC(=O)C(C)N(c1ccc(C)cc1)S(C)(=O)=O (centres undefined),2,-1,1
CCCc1cc(C(=O)N/N=C/c2ccc(C)o2)c2ccccc2n1,6,-1,-3
O=C(CN1C(=O)COc2ccccc21)c1ccc(Cl)cc1,-1,-2,-1
c1ccc(NCn2cncn2)nc1,-5,0,-1
COc1ccc(C)cc1NC(=O)C1CC(=O)N(Cc2ccco2)C1 (centres undefined),-1,1,-5
CCOC(=O)Nc1ccc2c(CN3CCN(S(=O)(=O)c4ccccc4)CC3)cc(=O)oc2c1,-20,-1,8
O=C(COC(=O)Cn1cnc2ccccc21)NCCc1ccccc1,8,-3,4
CCCS(=O)(=O)N1CCN(c2ccccc2F)CC1,18,1,-12
CC(C)NC(=O)CN1C(=O)C(=O)c2ccccc21,5,0,4
COc1ccc(-c2cc(-n3c(C(F)(F)F)nc4ccccc43)n(CCC#N)n2)cc1,47,2,9
COc1ccc(NC(=O)CN2CCN(c3ccc(F)cc3)CC2)cc1Cl,-12,0,-8
O=C(c1nc2ccccc2s1)N1CCSCC1,10,0,-8
C/C(=N/OC(=O)c1ccc(F)cc1)c1ccc(C)cc1,-1,-5,4
CCOC(=O)c1c(NC(N)=O)sc(C)c1C,8,0,-11
Cc1ccc(S(=O)(=O)n2ccc(-c3cccc(OCc4c(F)cccc4Cl)c3)n2)cc1,14,-2,-30
Cc1cccc(OCc2nnc3n2CCCCC3)c1,3,0,12
COc1ccc(CNc2ccc(S(N)(=O)=O)cc2)c(OC)c1OC,3,1,9
COc1ccc(N2C(=O)CC(N3CCC(O)(c4ccc(Br)cc4)CC3)C2=O)cc1 (centres undefined),15,-1,13
Cn1c(=O)[nH]c(=O)c2c1ncn2CCCc1ccccc1,5,1,0
COc1cc(/C=C/C(=O)c2c(O)ccc3c(C)cc(=O)oc23)ccc1O,16,-1,15
CC(C)c1cc(Br)ccc1OCCCN1C(=O)NC(C)(C)C1=O,-2,1,-19
COc1ccc(-c2csc(NC(=O)C3CCCCN3S(=O)(=O)c3ccccc3)n2)cc1 (centres undefined),-10,4,-11
CC(=O)c1ccc(OCCN2CCOCC2)cc1,1,0,2
O=C(NCCc1ccccc1F)C1CCCN1S(=O)(=O)c1ccc2ccccc2c1 (centres undefined),1,-1,-6

# 2 of the compounds above, with values under each structure.
# Fields – C2C12 statin	Cneo AK release	PGC1a acetyl inh
Cc1nc(C(=O)N(C)C)nn1-c1ccc(Cl)cc1Cl
 : -5	-2	10
Cn1c(=N)n(CC(O)c2ccccc2)c2ccccc21 (centres undefined)
 : -23	1	-5

# Next section
mol,C2C12 statin,Cneo AK release,PGC1a acetyl inh
CCCCN=C(C)c1c(O)c2ccccc2oc1=O,16,0,2
CC(=O)Oc1ccc2ccccc2c1C(NC(=O)Cc1ccccc1)c1ccc(Cl)cc1 (centres undefined),15,2,-17
O=C(c1ccccc1)c1nc[nH]c1C(=O)Nc1ccccc1,32,4,-23
O=C(Nc1cccc2nsnc12)C1CC(=O)N(c2ccccc2)C1 (centres undefined),20,0,5
CCC(C)(C)n1nnnc1C(c1cc2cc3c(cc2[nH]c1=O)OCO3)N1CCN(C)CC1 (centres undefined),1,1,4
CCCCn1c(-c2ccccc2)nnc1-c1ccccc1,-3,-2,1
Clc1ccccc1-c1nnc2sc(-c3ccco3)nn12,11,1,14
Cc1ccc2cc(C#N)c(NCCNC(=O)C3CCC3)nc2c1C,-10,3,-4
C=CCn1c(SCc2nc(N)nc(N3CCCCC3)n2)nnc1-c1ccco1,25,-2,5
Cc1ccc(C)c(OCC(=O)O/N=C(\N)c2ccccn2)c1,7,0,-9
CCOc1ncccc1C(=O)OCC(=O)Nc1ncc(C(F)(F)F)cc1Cl,9,-5,-1
COc1ccc(OC[C@@H](O)CNC(=O)c2cccc3c2C(=O)c2ccc(-c4ccc(F)cc4OCc4ccccc4)cc2S3(=O)=O)cc1,2,1,-3
CC(CNC(=O)c1ccc(Br)o1)NC(=O)c1ccc(Br)o1 (centres undefined),10,-1,-6
Cc1ccc(NC(=O)c2c(C)nc(Nc3nc4ccccc4o3)nc2C)cc1,-2,0,4
CCOC(=O)C1CCN(CCC(=O)Nc2cccc(Cl)c2)CC1,5,-3,0
CC(C(=O)Nc1ccc(C(=O)O)cc1)N1C(=O)c2ccccc2C1=O (centres undefined),-10,-3,0
CCCCOc1nc2ccccc2nc1C(C#N)C(=O)NC1CCCCC1 (centres undefined),108*,7,-2
COc1ccc(OC)c(CNC(=O)C2CCN(C(=O)N(C)C)CC2)c1,-4,0,4
COc1ccc(C)cc1S(=O)(=O)N1CCCCC1,8,0,4
Cc1ccc(-c2cc(C(F)F)n3ncc(C(=O)N4CCCc5ccccc54)c3n2)cc1,10,0,-9
Cc1ccsc1C(=O)OCc1csc(-c2ccccc2)n1,-3,-15,-17
COC(=O)N/N=C(C)/C=C/c1ccccc1,-21,3,-5
CCC(=O)NCCCCNC(=O)CC,-1,2,2
COc1ccc(Cn2c(-c3ccco3)nc3oc4cc(OC)ccc4c(=O)c3c2=O)cc1,16,-2,-20
O=c1[nH]ncc2c3ccccc3n(Cc3ccccc3)c12,108*,-1,-3
CCOC(=O)c1c[nH]c2c3c(ccc2c1=O)CCCC3,3,1,-4
CCc1ccc(NC(=O)Nc2cccs2)cc1,-14,-5,6
O=C1CC(C(=O)N2CCOCC2)C2(CCCC2)O1 (centres undefined),8,1,-1
CC1(C)Cc2c(c(N3CCOCC3)nc3sc4c(=O)[nH]cnc4c23)CS1,8,-1,36
CC(c1ccccc1)n1cc(C(=O)NCCN2CCOCC2)nn1 (centres undefined),5,1,0
OCCN1CCOCCOCCN(CCO)CCN(CCO)CC1,-1,1,14
COC(=O)C1=C(Nc2ccc(C)cc2)C=C(C)C(C(=O)OC)C1c1cccc(OC)c1 (centres undefined),3,-1,-11
Cc1ccc(-c2ccc(=O)n(CC(=O)NCCN3CCCCC3C)n2)cc1 (centres undefined),-12,2,17
Brc1ccc(-c2nnc3ccc(N4CCN(c5ccccc5)CC4)nn23)cc1,11,0,32
COc1ccc(-c2ccc3c(c2)S(=O)(=O)c2cccc(C(=O)NC4CCCCC4)c2C3=O)cc1OC,-1,0,-2
CC(C)(CO)Nc1nc(N2CCCC2)nc(N2CCCC2)n1,16,1,-5
CCCCn1c(SCC(=O)NCc2ccco2)nc2ccccc2c1=O,16,0,-25
CC(C)(C)c1cc(C2=CSC3=NCCN23)cc(C(C)(C)C)c1O,1,2,-24
COc1ccc(CNC(=O)Cn2nc(C(F)(F)F)c3c2CCC3)cc1,6,-3,-8
CCN=C1SC(CC(=O)Nc2sc(C)c(C)c2C(=O)OC)C(=O)N1CC (centres undefined),5,0,4
CCOc1ccc(-c2nnc(N(CC)C(=O)C3CCC3)s2)cc1,-39,-1,-11
CC(=O)OCCn1c(=O)c2cc3c(=O)n(CCOC(C)=O)c(=O)c3cc2c1=O,17,-1,2
Cc1ccc(C)n1-n1c(C)nc2sc3c(c2c1=O)CCCCC3,9,-2,-9
Cc1nn(Cc2ccccc2)c(N)c1-c1ccccc1,15,1,-1
COc1ccccc1N1CCN(CC(O)COc2ccc3c(c2)CCC3)CC1 (centres undefined),15,-2,-9
Cc1cc(C)nc(Nc2n[nH]c(COc3ccc(Cl)cc3)n2)n1,-24,-2,-2
COCCN(CCOC)S(=O)(=O)c1ccc(C(=O)Nc2nnc(C3CC3)o2)cc1,-7,-1,-21
O=C(Cn1nnc(-c2cccs2)n1)N1CCc2ccccc2C1,3,-5,0
Cc1ccc(S(=O)(=O)N(C)Cc2ccc(-c3nnc4n3CCC4)cc2)cc1,3,-2,-15
Cc1ccc(CN2CC(C(=O)Nc3ccc4c(C)cc(=O)oc4c3)CC2=O)cc1 (centres undefined),-12,0,-6
CC1(C)Cc2c(c(=S)nc(-c3ccccc3)n2CCN2CCOCC2)CO1,-11,3,-7
COC(=O)Cn1cc(C(=O)c2ccco2)c2ccccc21,-8,-3,19
Nc1ccc2c(c1)Cc1c(F)cccc1-2,2,-1,-5
Cc1ccccc1C(=O)NC(=S)Nc1ccccc1[N+](=O)[O-],9,-3,4
CCOc1cc(S(=O)(=O)N2CCOCC2)ccc1F,9,-4,-2
